From PubChem BioAssay
Pin1 inh – human Pin1 inhibition | Potency, µM (series often up to 115 µM), without a hit: top-dose activity, negative = inhibition, actives largely listed as inhibitors | Pin1 FP peptide displacement, HiFluor488, 10 min | actives 0.009% (n = 390,000) | Q13526; active = well fitted inhibition curve with a large enough effect in the polarisation, with a control signal flat, not every such curve was filed as active; inconclusive = small, poorly fitted or top-dose-only effect, or effect the other way, or a change in a side signal; inactive = no such curve, though single readings can be large or run the other way; the % refers to the polarisation; also: % is scaled to controls: 0 for no effect and ±100 for the full control effect
Target sequence (Q13526 whole entry, looked up): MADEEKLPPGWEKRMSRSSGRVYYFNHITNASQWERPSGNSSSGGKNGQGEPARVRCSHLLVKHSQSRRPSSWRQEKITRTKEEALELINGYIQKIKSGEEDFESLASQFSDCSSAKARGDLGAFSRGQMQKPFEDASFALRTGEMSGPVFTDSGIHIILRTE
GLS inhibitor – glutaminase GLS (human) inhibition. O94925. GLS enzymatic activity, qHTS titration. Potency, µM (series often up to 45.5 µM), without a hit: at the top dose activity change, negative = inhibition, usual class: inhibitors. actives 0.21% (n = 410,000). AID 624170; also: % is scaled to controls: 0 for no effect and ±100 for the full control effect
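Coupled fluorescence readout: glutamate oxidase/HRP/Amplex Red detect glutamate formed by hKGA from L-glutamine (1 mM solution added). Buffer 45 mM KH2PO4 pH 8.2, 0.02% Tween-20; reads at t0 and 30 min RT.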
G9a inh – G9a (human) methyltransferase inhibition | AID 504332 | Q96KQ7 | actives 8.8% (n = 350,000) | Potency, µM (series often up to 102 µM), inactives show at the highest dose activity, negative = inhibition, hits mostly inhibitors | G9a H3K9 monomethylation, AlphaScreen, 2 h; also: % is scaled to controls: 0 for no effect and ±100 for the full control effect; nearly all actives have a fitted effect of over 75% in size
Target sequence (Q96KQ7 913-1193 limits assumed): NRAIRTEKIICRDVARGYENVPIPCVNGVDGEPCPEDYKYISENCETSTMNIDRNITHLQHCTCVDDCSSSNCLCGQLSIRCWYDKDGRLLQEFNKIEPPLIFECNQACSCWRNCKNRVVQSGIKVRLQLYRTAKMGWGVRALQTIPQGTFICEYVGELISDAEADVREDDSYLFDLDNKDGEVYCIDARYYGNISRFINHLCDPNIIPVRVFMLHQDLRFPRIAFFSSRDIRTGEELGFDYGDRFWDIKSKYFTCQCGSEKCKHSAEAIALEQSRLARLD
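Step 1: enzyme (final 20 nM) with compound, 15 min RT. Step 2: substrate peptide 500 nM and SAM 20 uM, 2 h RT. Step 3: anti-H3K9me1 antibody and AlphaScreen beads, 10 min, then plate read.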
BAZ2B block – BAZ2B (human) inhibition; Q9UIF8; AlphaScreen BAZ2B-H3K14Ac peptide displacement; Potency, µM (titrated, usually from 114 µM), without a hit: at the highest dose activity change, negative = inhibition, hits mostly inhibitors; actives 4.4% (n = 360,000); AID 504333; also: % is scaled to controls: 0 for no effect and ±100 for the full control effect; nearly all actives have a fitted effect of over 60% in size
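Protein-peptide AlphaScreen: BAZ2B 50 nM, b-H3K14Ac 50 nM, 1x PBS pH 7.4 + 0.01% Tween-20. Preincubation 30 min RT; cpd 30 min RT (top 110 uM); beads 20 min RT, light-protected.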
BLM inh – Bloom syndrome helicase (human) inhibition | AID 2528 | P54132 | recombinant BLM DNA unwinding, fluorescence dequenching | Potency, µM (titrated, usually from 56.1 µM), for the others: at the top dose activity change, negative = inhibition, actives largely listed as inhibitors | actives 0.2% (n = 350,000);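 also: plate controls were vehicle for no effect and no enzyme for full effect; nearly all actives have a fitted effect of over 35% in size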
Tb PGK inh – inhibitors of T. brucei phosphoglycerate kinase | PGK/GAPDH coupled, Kinase-Glo luminescence, 60 min | Potency, µM (top dose mostly 57.5 µM), without a hit: at the highest dose activity change, negative = inhibition, usual class: inhibitors | actives 0.043% (n = 380,000) | AID 602233; also: % is scaled to controls: 0 for no effect and ±100 for the full control effect; nearly all actives have a fitted effect of over 60% in size
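Luminescent ATP detection (Kinase-Glo Plus) follows a 60-minute room-temperature incubation, with wells lacking PGK as controls. Buffer: 100 mM TEA (pH 7.6), 5 mM MgCl2, 0.01% Tween-20. Coupling enzyme GAPDH (100 nM final) supplies unstable 1,3-BPG in-well.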
POLI inh – DNA polymerase iota (human) inhibition. Potency, µM (doses to about 115 µM), without a hit: at the top dose activity, negative = inhibition, actives largely listed as inhibitors. actives 1% (n = 390,000). Q9UNA4. AID 588590. Pol iota fluorescent replication assay, 10 min
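Fluorescent replication assay read twice, at 0 min and 10 min after adding 50 nM (final) substrate. Enzyme (10 nM) and compounds were first incubated 15 min at room temperature; enzyme-free buffer wells were negative controls.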
JMJD2A Tudor – JMJD2A Tudor domain (human) inhibition. Potency, µM (doses to about 114 µM), for the others: top-dose activity change, negative = inhibition, usual class: inhibitors. actives 4.4% (n = 390,000). AID 504339. AlphaScreen JMJD2A-Tudor / H3K4me3 peptide binding; also: % is scaled to controls: 0 for no effect and ±100 for the full control effect; nearly all actives have a fitted effect of over 50% in size
HP1b binding inh – inhibitors of HP1-beta chromodomain binding to methylated histone tails; actives 0.56% (n = 390,000); P83916; AID 540317; AlphaScreen HP1-beta / biotin-H3K9me3 peptide binding; Potency, µM (highest dose often 114 µM), inactives show at the top dose activity change, negative = inhibition, usual class: inhibitors; also: nearly all actives have a fitted effect of over 70% in size; inactives centre near 23
Target sequence (P83916 whole entry, looked up): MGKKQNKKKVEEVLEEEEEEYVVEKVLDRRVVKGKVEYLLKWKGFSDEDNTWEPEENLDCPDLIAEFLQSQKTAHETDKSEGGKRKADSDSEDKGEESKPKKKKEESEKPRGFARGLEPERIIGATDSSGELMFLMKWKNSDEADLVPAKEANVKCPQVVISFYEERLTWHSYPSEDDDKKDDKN
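Compound inhibition of the preformed complex between 50 nM HP1-beta and 50 nM biotinylated H3K9me3 peptide was read by AlphaScreen. Buffer was PBS pH 7.4 with 0.01% Tween-20. Incubations ran 30 min at room temperature, with 10 ug/mL donor/acceptor beads.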
An asterisk follows results filed as active; i = inactive; ? = inconclusive; · = not tested or not shown; & = joins results of further samples; [ ] = another dose, or the depositor's remark. Unless noted, calls follow the shape of the dose curve; as a rule, active = well fitted curve in the direction sought with a large enough effect; inconclusive = small, poorly fitted or top-dose-only effect, or another doubt; inactive = no such curve, though single readings can be large; an effect the other way counts as inactive or inconclusive. Potency is read from the fitted curve at half-maximal effect. A portion of the library; rates above refer to the full screens.

| # | Structure | Pin1 inh | GLS inhibitor | G9a inh | BAZ2B block | BLM inh | Tb PGK inh | POLI inh | JMJD2A Tudor | HP1b binding inh |
| --- | --- | --- | --- | --- | --- | --- | --- | --- | --- | --- |
| 1 | O=C(C/C=N/OCc1c(Cl)cccc1Cl)c1ccc(Cl)cc1 | 21.4% | 7.3% | 96.5%[activator][59 µM] | 71.6%[activator] | -3.2% | -4.6% | 5.4% | 2.2%[57.1 µM] | 158.4%[activator] |
| 2 | CC1CCC2(CC1)NC(=O)N(CC(=O)Nc1ccc3c(c1)OCCCO3)C2=O (centres undefined) | -1.1% | 7.9% | 3.8%[12.7 µM] | 11.9% | · | -2.4% | -2.7% | -5.0% | 39.1%[activator] |
| 3 | Cc1onc(C(=O)N2CCC(Cc3ccccc3)CC2)c1[N+](=O)[O-] | -4.3% | -1.5% | -45.1% | -34.4% | -7.8% | i | 24.3% | -25.0% | 16.3% |
| 4 | COC(=O)c1ccc(NC(=O)C(C)Oc2ccccc2)cc1 (centres undefined) | 2.7% | -0.6% | -3.2%[59 µM] | 7.9% | -2.2% | 5.9% | 11.2% | 2.5% | 38.6% |
| 5 | COc1ccc(CCN(C)C(=O)CSc2nnc(C3CC3)n2N)cc1OC | 0.6% | 3.3% | 39.8µM* | -4.7% | · | -2.2% | 22.1% | -1.4% | 28.0% |
| 6 | CC(=O)N1CCN(Cc2nc3cc(NC(=O)c4ccccc4)ccc3n2C)CC1 | -0.5% | -6.3% | -8.0%[59 µM] | -1.6%[57.1 µM] | -1.2% | -1.1% | 10.4% | -10.8% | 38.0% |
| 7 | O=C(CCc1nc2ccccc2c(=O)[nH]1)Nc1cc(C(F)(F)F)ccc1N1CCCC1 | 5.6% | 2.8% | 18.5%[59 µM] | -3.3% | · | i | 26.2% | -24.2% | 45.3%[activator] |
| 8 | COCC(C)n1c(SCC(=O)Nc2ccc3c(c2)OCCO3)nc2ccccc2c1=O (centres undefined) | 5.9% | 4.1% | -44.5%[2.33 µM] | -29.8% | · | i | 17.7% | -31.2% | -7.0% |
| 9 | Oc1ccc(-c2onc(C(F)(F)F)c2-c2cscn2)c(O)c1 | -2.7% | 35.5%[activator] | -32.6% | 6.1% | -5.3% | -1.2% | 15.2% | -12.2% | 24.7% |
| 10 | CCCC1NC(=S)N(C2CCCCC2)C1=O (centres undefined) | 5.2% | ? | 17.0%[59 µM] | -0.9% | 1.1% | -3.6% | 0.4% | -3.5% | 72.2%[activator] |
| 11 | O=C(CSc1nc2cccnc2n1Cc1ccccc1)NCc1ccco1 | 0.8% | -11.0% | -26.4%[12.7 µM] | ? | -10.3% | 11.8% | -1.4% | -23.0% | 14.5% |
| 12 | O=C(Cn1c(NCCCO)nc2ccccc21)c1cccs1 | 0.1% | 13.5% | · | · | · | -3.6% | -8.3% | -24.8% | 21.7% |
| 13 | Cc1ccc(CNC(=O)c2c[nH]c3ccc(S(=O)(=O)Nc4ccc(C(C)C)cc4)cc3c2=O)cc1 | 6.1% | -10.5% | -1.5%[59 µM] | -19.0% | -5.5% | -2.4% | ? | -25.9% | 2.3% |
| 14 | COc1ccc(Cl)cc1S(=O)(=O)NC(C)C(=O)NCc1ccccn1 (centres undefined) | -2.5% | 0.4% | 28.7% | 4.9% | 0.0% | -5.4% | 50.7%[activator] | -5.6% | 52.0%[activator] |
| 15 | O=C(COC(=O)c1cncc(Br)c1)NC1CCCC1 | -17.9% | 5.4% | -40.9% | -15.9% | -3.7% | 7.9% | 46.6%[activator] | 0.0% | 42.3%[activator] |

Structural class, the entries above containing an aryl methoxy group (2)
| # | Structure | Pin1 inh | GLS inhibitor | G9a inh | BAZ2B block | BLM inh | Tb PGK inh | POLI inh | JMJD2A Tudor | HP1b binding inh |
| --- | --- | --- | --- | --- | --- | --- | --- | --- | --- | --- |
| 5 | COc1ccc(CCN(C)C(=O)CSc2nnc(C3CC3)n2N)cc1OC | 0.6% | 3.3% | 39.8µM* | -4.7% | · | -2.2% | 22.1% | -1.4% | 28.0% |
| 14 | COc1ccc(Cl)cc1S(=O)(=O)NC(C)C(=O)NCc1ccccn1 (centres undefined) | -2.5% | 0.4% | 28.7% | 4.9% | 0.0% | -5.4% | 50.7%[activator] | -5.6% | 52.0%[activator] |

The list continues.
| # | Structure | Pin1 inh | GLS inhibitor | G9a inh | BAZ2B block | BLM inh | Tb PGK inh | POLI inh | JMJD2A Tudor | HP1b binding inh |
| --- | --- | --- | --- | --- | --- | --- | --- | --- | --- | --- |
| 16 | Cc1ccsc1C(=O)N1CCCC(CO)(Cc2ccccc2)C1 (centres undefined) | 0.7% | -0.8% | 96.8%[activator] | -0.5% | -3.3% | -9.4% | 9.0% | -12.3% | 53.1%[activator] |
| 17 | O=C(NC1CCCCC1)c1cc([N+](=O)[O-])[nH]n1 | -0.2% | 1.4% | -28.2% | -3.3% | 6.9% | -1.5% | 11.8% | ? | 17.5% |
| 18 | COc1ccc2nc(NC(=O)C3CCN(S(=O)(=O)c4cccc5nsnc45)CC3)sc2c1 | 16.7% | 0.1% | -0.1% | -30.0% | -4.8% | 4.3% | 1.1% | -28.1% | 7.8% |
| 19 | NNC(=O)C1CC(O)CN1S(=O)(=O)c1ccc2ccccc2c1 (centres undefined) | 3.7% | -1.1% | -8.4%[12.7 µM] | 3.5% | · | 5.7% | 53.2%[activator] | -4.4% | 41.3%[activator] |
| 20 | CCn1cc(CCC(=O)NCc2ccccc2OC)c2ccccc21 | 1.2%&-4.8% | 0.1%&7.4% | -15.9% | ? | -2.6%&-2.3% | 1.8%&-9.5% | -6.6%&18.7% | -26.3% | 1.6%&-9.1% |
| 21 | Cc1ccc(-n2c(-c3ccco3)nc3nc4ccccc4nc32)cc1F | -3.7% | 10.0% | ? | 7.8% | -3.5% | -4.4% | 5.3% | 3.5% | 24.1% |
| 22 | Cc1cc(C(=O)COC(=O)c2ccccc2O)c(C)n1Cc1cccs1 | 24.5% | -5.0% | -2.9%[59 µM] | -5.0% | -10.6% | -9.8% | -6.3% | -9.7% | 22.8% |
| 23 | CCCNC(=O)Cc1ncn[nH]1 | 0.2% | -9.7% | 30.7% | -7.0% | -0.6% | 9.7% | 11.9% | -24.6% | 48.2%[activator] |
| 24 | COc1ccccc1C(=O)COC(=O)COc1ccc(C#N)cc1 | 1.0% | 6.9% | · | · | · | i | 7.3% | -2.8% | 42.5%[activator] |
| 25 | Cc1cc(C)c2c(=O)cc(C(=O)Nc3sc4c(c3C(=O)NCC3CCCO3)CCCC4)oc2c1 (centres undefined) | -2.1% | 12.0% | -2.7%[59 µM] | -2.4% | -2.4% | 8.6% | 19.8% | -9.7% | 32.0% |
| 26 | O=C(c1ccco1)N1CCN(CC(=O)N2c3ccccc3CCc3ccccc32)CC1 | -11.3% | -6.3% | ? | 17.8µM* | -1.7% | -4.8% | -7.3% | 1µM* | 14.1µM* |
| 27 | O=[N+]([O-])c1cccc2c3c([nH]c12)CCCC3 | 1.0% | -7.7% | 8.91µM* | ? | -4.8% | -8.1% | -19.9%[58.9 µM] | -29.2% | ? |
| 28 | O=C(Nc1ccc2c(c1)ncn2C1CCCCC1)c1ccco1 | -0.6% | 1.0% | 31.6µM* | -8.0% | -3.4% | i | -4.1% | -6.3%[57.1 µM] | 45.4%[activator] |
| 29 | CCn1nc(NS(=O)(=O)c2ccc([N+](=O)[O-])cc2)c2cc3cccc(C)c3nc21 | -13.4% | 3.3% | 17.8µM* | ? | 1.0% | -6.5% | 2.5% | ? | -23.0% |
| 30 | O=C1CN(C(=O)c2ccc(Cl)cc2Cl)C(c2ccc(F)cc2)c2cc(F)ccc2N1 (centres undefined) | ? | -10.4% | -17.2%[59 µM] | -15.3% | -7.6% | 1.1% | 6.1% | -26.3% | 6.3% |

Taken from above.
entry 16 in BLM inh has -3.3%
entry 23 in GLS inhibitor has -9.7%
entry 30 in Tb PGK inh has 1.1%

(more compounds)
Values run as follows: Pin1 inh | GLS inhibitor | G9a inh | BAZ2B block | BLM inh | Tb PGK inh | POLI inh | JMJD2A Tudor | HP1b binding inh
31	Cc1cc(C)c(S(=O)(=O)N2CCCCC2)c(C)c1-n1ncnn1
 : 8.2% | 1.6% | 10.1%[12.7 µM] | 6.0% | 0.3% | 4.3% | 22.5% | -2.8% | 28.9%
32	CCN1C(N(C)CCc2cccs2)=N[C@@H](c2ccccc2)C(C(=O)OC)=C1C
 : 1.7% | -2.7% | 0.7%[12.7 µM] | 8.4%&-3.9% | 0.0%&3.2% | 1.0% | ? | ? | 6.9%
33	Oc1ccccc1C=NN=Cc1c(O)ccc2ccccc12
 : ? | 6.0% | · | · | · | -4.4% | 1.0% | -4.9% | 46.9%
34	COc1cccc(/C=C(\C#N)C(=O)Nc2ccc(NC(C)=O)cc2)c1OC
 : 1.2% | 0.9% | 2.4%[59 µM] | 4.6% | 2.9% | 4.0% | 23.9% | -17.4% | 15.6%
35	Cc1cccc(C)c1N1C(=O)CC(N2CCSCC2)C1=O (centres undefined)
 : 5.2% | -9.8% | -39.4% | ? | -0.7% | -7.6% | -9.2%[58.9 µM] | -3.2% | 30.3%
36	Cc1c(Cl)ccc2sc(NC(=O)c3ccc(S(=O)(=O)N4CCCC4)cc3)nc12
 : 0.9% | 3.0% | 5.6%[59 µM] | 5.1% | -1.8% | -0.4% | 19.6% | -2.9% | 32.9%[57 µM]
37	CC1(C)C(=O)Nc2ccccc2N1C(=O)Cn1ncc(Cl)c(Cl)c1=O
 : -1.5% | -1.5% | 1.7% | -12.2% | -5.8% | 13.1% | ? | -19.4% | 17.5%[57 µM]
38	CN(c1ccccc1)c1nc(C#N)nc(N2CCOCC2)n1
 : 3.2% | · | · | · | · | · | 10.8% | 1.5%[57.1 µM] | 32.5%[57 µM]
39	COc1cccc(/C=C/C(=O)OCC(=O)c2ccc(C)c(C)c2)c1OC
 : 20.6% | -9.1% | -9.1%[12.7 µM] | 17.0% | · | -12.2% | -14.8% | 21.1% | 42.8%[activator]
40	COc1ccc(OC)c(NC(=O)CCC(=O)Oc2ccc(C)cc2)c1
 : -1.3% | 7.0% | 15.1% | -2.9% | 0.4% | -2.1% | -10.8% | -15.3% | 41.3%[activator]
